# HIF activator – HIF pathway transcriptional activators, primary screen, cell-based, U2OS HRE-luciferase, luminescence; actives 0.32% (n = 300,000); activation, % at 7.5 µM (by protocol); AID 1910, 2009; U2OS HRE-luciferase reporter; normalized: DMSO 0%, desferrioxamine 100%;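 active = mean activation of at least 10% of the iron chelator positive control signal, with at least half of replicates also reaching 10%; inconclusive = mean and replicate majority disagree about reaching 10%; inactive = mean and most replicates under 10%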
# AI-2 QS mod – Vibrio harveyi AI-2 quorum sensing modulators, primary screen, JMH597 strain, luminescence/OD600 ratio; Vibrio harveyi JMH597 AI-2 luminescence/OD600 ratio, 9 h; hits give low values; strain lacks LuxN and CqsS sensors; 0 = neutral-control median; activity change, % at 7.5 µM; actives 0.4% (n = 300,000); AID 2094, 2009; in the data active = activity change below about -75%, passing the limit was not always enough; inconclusive = no clear call, values can overlap the other calls;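 also: luminescence divided by OD600 gain over 9 h not by final OD600 alone; inactives centre near 13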
# IEC-6 tox – cytotoxicity in IEC-6 intestinal epithelial cells, primary screen, cytotoxicity control for KLF5 inhibitor project, cell-based, luminescence; IEC-6 cytotoxicity, luminescence viability; inhibition, % at 5 µM; actives 0.78% (n = 290,000); AID 1825, 2009; in the data active = inhibition above about 22%;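 also: 0% = plate median of test compound wells and 100% = cytotoxic reference compound wells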
# KLF5 inh – KLF5 expression inhibitors, primary screen, DLD-1 cells, luminescence; inhibition, % at 5 µM; DLD-1 KLF5 promoter-luciferase reporter; actives 0.23% (n = 290,000); AID 1700, 2009;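 active = inhibition above a per-plate limit of that plate's mean compound inhibition plus 3 SD, cut at about 60% in these data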;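 also: 0% = DMSO wells and 100% = LY294002 at 200 µM; higher means less KLF5 promoter-driven luciferase light; inactives centre near -14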
# aSyn 5UTR inh – MLPCN primary screen, SNCA 5' untranslated region | inhibition, % (tested at 7.5 µM) | AID 1813, 2009 | actives 0.82% (n = 300,000) | alpha-synuclein 5'UTR reporter, inhibitor activity; in the data active = inhibition above about 60%; inconclusive = no clear call, values can overlap the other calls;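 also: H4 neuroglioblastoma cells stably carrying SNCA 5'UTR luciferase fusion; 0% = DMSO wells and 100% = positive control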
# HSP90 refold inh – HSP90 inhibitors, primary screen, cell lysate, luminescence | actives 0.91% (n = 290,000) | inhibition, % at 5.6 µM | Rabbit reticulocyte lysate, luciferase refolding luminescence, 3 h | Heat shock protein HSP 90 (rabbit reticulocyte lysate; luciferase refolding);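 active = inhibition above the screen-wide mean plus 3 SD, computed separately per campaign, cut at about 16% in these data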;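 also: 0% = DMSO wells and 100% = 60 µM geldanamycin wells; inhibitors lower the luminescence because luciferase stays unfolded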
# GSK3beta inhib – human GSK3beta kinase inhibitors, primary screen, biochemical, cell-free homogeneous, HTS; Glycogen synthase kinase-3 beta (Homo sapiens), P49841; GST-GSK3beta kinase, ADP-Glo luminescence, 60 min; hits give low values; activity score (negative = inhibition), % at 10 µM; actives 0.038% (n = 300,000);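 active = more than half of replicate wells score below -50%, meaning over 50% inhibition versus plate controls; inconclusive = some replicates but at most half score below -50%; inactive = no replicate scores below -50%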;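 also: 0% = median DMSO wells and -100% = median GW8510 positive control wells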
# Target sequence (P49841 whole entry, looked up): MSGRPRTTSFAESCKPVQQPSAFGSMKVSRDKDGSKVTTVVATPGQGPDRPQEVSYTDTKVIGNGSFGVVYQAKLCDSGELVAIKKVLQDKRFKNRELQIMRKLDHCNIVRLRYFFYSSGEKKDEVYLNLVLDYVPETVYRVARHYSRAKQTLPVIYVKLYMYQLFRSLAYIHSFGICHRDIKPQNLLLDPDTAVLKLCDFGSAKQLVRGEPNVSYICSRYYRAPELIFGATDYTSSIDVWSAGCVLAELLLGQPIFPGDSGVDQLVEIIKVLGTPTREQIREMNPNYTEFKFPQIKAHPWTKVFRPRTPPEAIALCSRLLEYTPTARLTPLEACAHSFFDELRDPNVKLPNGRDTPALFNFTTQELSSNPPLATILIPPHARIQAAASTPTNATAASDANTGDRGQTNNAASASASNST
#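 test system = GST-tagged human GSK3beta kinase, cell-free | reagent = 25 µM ATP with peptide substrate | dosing = one dose of 10 µM per compound | schedule = 60 min reaction, RT | detection = luminescent ADP-Glo measurement of ADP formed | control set = DMSO neutral wells and GW8510 at 20 µM as positive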
# HSF1 inh – HSF1 inhibitors in luciferase reporter cells, primary screen, cell-based, NIH3T3, luminescence; NIH3T3-HGL HSE-luciferase, MG132-induced, luminescence 8 h; hits give low values; activity change, negative = inhibition, % at 7.5 µM (by protocol); actives 0.77% (n = 300,000); AID 2098, 2009;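 active = more than half of replicate wells show activity change below -50%, luminescence cut by over half; inconclusive = some wells, but at most half, below -50%; inactive = no replicate well below -50%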;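 also: luciferase reports HSF-1 transcriptional activity via heat shock element; 0% = median of DMSO wells and -100% = zero luminescence signal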
# GSK3 alpha inh – blockers of GSK3A enzyme activity – biochemical, luminescence, cell-free homogeneous, HTS, primary screen; GSK-3 alpha kinase, ADP-Glo luminescence, 60 min; Glycogen synthase kinase-3 alpha (Homo sapiens), P49840; inhibition, % at 10 µM; AID 2650, 2010; actives 0.1% (n = 320,000);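 in the data active = inhibition above about 50%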;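 also: GST-tagged GSK-3 alpha with peptide substrate and 25 µM ATP; 0% = DMSO neutral wells and 100% = GW8510 positive control wells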
# Target sequence (P49840 whole entry, looked up): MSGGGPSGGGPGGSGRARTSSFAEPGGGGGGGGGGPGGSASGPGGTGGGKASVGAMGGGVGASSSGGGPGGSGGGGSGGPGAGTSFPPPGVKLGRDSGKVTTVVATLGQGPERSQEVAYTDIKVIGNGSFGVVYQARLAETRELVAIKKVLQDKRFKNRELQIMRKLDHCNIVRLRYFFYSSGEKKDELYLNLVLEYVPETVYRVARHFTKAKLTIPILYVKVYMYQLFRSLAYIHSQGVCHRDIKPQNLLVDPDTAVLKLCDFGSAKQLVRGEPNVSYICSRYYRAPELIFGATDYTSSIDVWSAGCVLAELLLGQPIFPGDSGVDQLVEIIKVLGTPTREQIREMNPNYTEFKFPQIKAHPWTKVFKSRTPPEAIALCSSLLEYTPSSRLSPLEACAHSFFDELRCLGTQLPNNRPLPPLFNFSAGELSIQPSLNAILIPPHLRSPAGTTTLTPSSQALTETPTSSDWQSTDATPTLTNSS
# HSF1 activator – HSF-1 activators, primary screen, NIH3T3-HGL cells, MG132 stress, luminescence, single point. actives 1.7% (n = 300,000). activation, % at 9 µM. NIH3T3-HGL HSF-1 luciferase reporter, 8 h; 100% = twice DMSO control signal;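 active = mean replicate activation of at least 50% with a set share of replicates each reaching 50%; inconclusive = only one of those two conditions met; inactive = mean below 50% and too few replicates reaching it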;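 also: 0% = median of the neutral control wells and 100% = twice that signal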
# Active calls of the source: *; ? = inconclusive; · = not tested or not shown.
SMILES,HIF activator,AI-2 QS mod,IEC-6 tox,KLF5 inh,aSyn 5UTR inh,HSP90 refold inh,GSK3beta inhib,HSF1 inh,GSK3 alpha inh,HSF1 activator
Cc1cccc(C)c1NC(=O)CSc1nc2c([nH]1)c(=O)n(C)c(=O)n2C,-0.2,15,-9,-17,5,-5,-5,-7,0,-8
COCCC(=O)N1CCC(Oc2ccc(C(=O)N3C[C@@H]4CCC[C@H]3C4)cc2)CC1,0.0,27,-2,4,0,1,0,-2,-1,13
NS(=O)(=O)c1ccc(CCNC(=O)C2CCCN(S(=O)(=O)c3cccnc3)C2)cc1 (stereo unspecified),·,·,2,-8,·,0,·,·,-2,·
CC(=O)N1CCC(N2CCN(c3ccccc3F)CC2)CC1,0.0,34,-2,-9,-4,4,1,2,·,-3
COc1cc2c(cc1OC)CN(C(=O)C1(c3ccccc3)CC1)CC2,0.2,1,-1,2,31,-3,-1,6,-3,6
COc1ccc(NC(=O)c2ccc([N+](=O)[O-])cc2[N+](=O)[O-])c(OC)c1,-2.9,27,-2,-11,-8,-4,1,0,1,6
O=S(=O)(NCCOc1cccc2cccnc12)c1ccc(F)cc1,·,8,0,-6,22,-5,-5,8,0,33
Cc1nc([N+](=O)[O-])c(Br)n1CC(=O)c1ccc(Cl)cc1,1.0,11,-3,-10,-35,3,-2,14,-1,29
c1ccc2c(-c3cncc4ccccc34)cncc2c1,1.0,38,·,·,6,·,2,-14,5,10
COc1ccccc1NC(=O)C1CCN(S(=O)(=O)c2ccc3c(c2)NC(=O)CO3)CC1,0.2,16,5,-4,-14,5,3,-5,0,-1
O=C(CSc1nc(-c2ccccc2)c(-c2ccccc2)[nH]1)Nc1nccs1,0.7,10,-4,-29,18,-1,-1,12,-1,26
O=C(c1ccc(F)cc1)N1CCC(C(=O)N2CCN(S(=O)(=O)c3cccc([N+](=O)[O-])c3)CC2)CC1,0.7,25,·,·,6,·,-1,-1,-1,-2
CCOc1ccc(-c2n[nH]c(C)c2-c2ccccc2OC)c(O)c1,0.9,30,5,-15,-4,-1,-1,1,-1,7
CCC(C)[C@H](NS(=O)(=O)c1ccc(C)cc1)C(=O)N1CCC(C(=O)N2CCC(C(=O)OC)CC2)CC1 (stereo partly specified),-0.4,4,5,-6,-21,2,2,-1,-1,-4
Cc1cccc(C)c1NC(=O)Cc1cccs1,-0.1,21,-11,2,3,1,-4,1,1,1
CCCCN(CCCC)Cc1ccc(N)cc1,-0.2,-7,-7,-14,-11,-2,-1,-10,1,7
Cc1c(C(=O)NC(Cc2ccccc2)c2nc3ccccc3[nH]2)cccc1[N+](=O)[O-] (stereo unspecified),-0.1,11,2,-24,1,0,-3,3,-1,9
CC(C)[C@@H](COc1ccccc1)N1CCN(Cc2ccccc2)CCC1=O,-1.8,18,0,-17,0,-3,-1,0,-3,-9
O=C(NCCc1ccccc1)c1ccc2c(c1)OCO2,-5.0,19,2,63*,91*,76*,0,-18,1,-5
C=CCNC(=O)c1ccc(-c2nc(-c3ccccc3)cs2)cc1,2.0,21,6,-95,-102,-6,-4,11,-1,36
COc1cc(NC(=O)NCCN2CCN(c3ccccc3)CC2)cc(OC)c1OC,0.7,-5,4,-5,-7,-3,2,-1,-2,-17
Cc1cc(C(F)(F)F)c2c(N)c(C(=O)NC3CC3)sc2n1,-8.0,20,9,-36,-2,0,2,-1,0,3
CS(=O)(=O)c1ncc(Cl)c(C(=O)Nc2ccc(N3CCOCC3)cc2)n1,0.6,-7,-2,-22,-24,1,-5,46,-1,100*
Cc1cccc(NC(=S)N/N=C2/CCCCc3ccccc32)c1,0.6,14,6,5,-27,-1,-6,0,-3,8
CCCCN(CC)C(=O)C1CCC(CNS(=O)(=O)c2cccc3nsnc23)CC1 (stereo unspecified),2.2,26,-7,-25,10,-3,·,0,0,-7
O=C(Nc1cc(Cl)ccc1-n1cncn1)c1ccco1,0.2,26,-5,12,2,0,3,-3,-4,-1
COc1cc(OC)cc(C(=O)NNC(=S)NC2CC2)c1,2.3,11,4,-22,-8,0,1,-7,1,1
COc1cc(C(C)=O)ccc1OCCN1CCC(Cc2ccccc2)CC1,0.7,8,0,-28,-1,-1,0,-5,-2,-6
CCN(CC(=O)Nc1c(F)cccc1F)C(=O)Cc1ccc(OC)c(S(=O)(=O)N2CCOCC2)c1,-0.3,8,·,·,-11,·,2,4,0,10
O=C1C2CCCCC2C(=O)N1c1cccc(OS(=O)(=O)c2ccccc2)c1 (stereo unspecified),0.3,30,-4,-32,7,8,5,6,-9,1
O=C(NCc1ccncc1)C(=O)NC1CC1,0.8,4,0,0,20,2,-3,3,2,8
CCn1ccc(=N)cc1,0.1,14,0,13,1,3,2,-4,0,-10
Cc1ccc(C)c2c3c([nH]c12)-c1nonc1CC3,-0.2,22,2,-8,11,-6,-2,·,5,·
CCNc1nc(NCC)nc(N(C#N)C(C)C)n1,-0.4,20,-5,-3,44,-1,3,-13,0,-4
CC1=C(CC[C@@H](C)CO)OC2CC3C4CCC5CC(O)CCC5(C)C4CC(=O)C3(C)C12 (stereo partly specified),-0.5,-5,·,·,-53,·,3,9,1,17
CSc1ncccc1C(=O)OCC(=O)N(CC(C)C)C1CCS(=O)(=O)C1 (stereo unspecified),-0.3,12,2,-7,14,1,3,-2,-1,-3
CC(NC(=O)c1cc2c(cc1Cl)N1CCCCCC1=NS2(=O)=O)c1ccc(S(N)(=O)=O)cc1 (stereo unspecified),-1.6,8,·,·,11,·,2,1,-1,-2
C/C(CCc1ccc2c(c1)OCO2)=N\NC(=O)c1ccccc1,0.7,11,3,-101,-41,1,7,14,6,29
COc1cccc2cc(-c3nnc(SCC(=O)NCCc4ccccc4)n3C)oc12,0.4,4,-4,-27,27,-4,2,2,-8,30
CCN(CC)C(=O)Cn1cc(S(=O)(=O)CC(=O)Nc2ccccc2F)c2ccccc21,-0.8,1,6,-21,16,1,-5,2,1,-7
Cc1ccc(S(=O)(=O)N2C(=O)CCC2C(N)=O)cc1 (stereo unspecified),-1.0,18,-3,-28,-1,-3,0,-9,-1,-8
Cc1ccc(S(=O)(=O)N(C)CC(=O)Nc2cccc(C)n2)cc1,0.0,39,6,6,19,10,-1,1,-2,-10
Fc1ccc(/C=N/NC(=S)Nc2cccnc2)cc1,1.4,22,6,-21,-16,2,-1,27,2,48
Cc1ccccc1C(=O)NC1CCN(C(=O)NCc2ccccc2)CC1,-0.4,13,1,-13,18,6,-2,-6,0,13
NS(=O)(=O)c1ccc(NC(=O)CSc2nnc(-c3ccc(O)cc3)o2)cc1,-0.1,42,-5,-17,-8,0,-2,-1,53*,-2
CC1CCCN(S(=O)(=O)c2ccc3c(c2)C(C)(C)C(=O)N3C)C1 (stereo unspecified),-0.2,25,-4,-11,-7,-3,1,0,-1,2
O=C(Oc1c(Br)cc(Br)c2cccnc12)N1CCCCC1,-0.4,-3,14,5,25,0,-4,8,-2,27
COc1ccc(Nc2ncc(C(=O)N3CCN(c4ccccc4OC)CC3)c3ccccc23)cc1,0.0,11,12,9,2,7,2,4,0,9
CN(/N=C\c1ccc(O)c(O)c1)c1nc(-c2ccccc2)cc(-c2ccccc2)n1,0.2,22,-2,-11,1,4,0,-5,2,-11
C#CCn1ccc(O)c(Cc2ccccc2)c1=O,-0.3,15,-2,-10,11,2,0,1,-3,-3
Cc1ccc(-n2nc3c(N4CCC(C(=O)NCCc5cccs5)CC4)nnc(C)c3c2C)cc1,-1.4,30,17,-30,90*,4,2,-6,1,-14
COc1ccccc1-n1cnnc1SCC(=O)c1c[nH]c2ccccc12,0.2,29,5,-40,-8,0,0,1,-5,4
Cc1ccc(C)c(CNS(=O)(=O)c2c(C)[nH]c(C)c2C(=O)N2CCCC2)c1,0.2,13,-19,-2,7,-4,1,-4,-4,18
Cc1ccc(C)c(NC(=O)CCC(=O)NNC(=O)c2cccs2)c1,0.4,17,-4,3,6,0,-3,0,-2,-11
CCCCCCc1c(C)c2ccc(OCC(=O)N3CCC[C@H]3C(=O)O)c(C)c2oc1=O,-0.3,-7,-10,-23,9,-4,1,4,-1,19
CCn1c(N)[n+](CC(=O)Nc2ccc(SC(F)F)cc2)c2ccccc21,-0.1,8,1,2,8,9,-4,-1,2,8
Cc1nn(CC(=O)Nc2cccc(C(F)(F)F)c2)c(=O)c2cccn12,0.8,0,4,-17,-10,-1,0,-4,0,-3
CC1SC(c2ccccc2Cl)NC1=O (stereo unspecified),0.1,5,-3,-26,12,1,-1,4,2,1
Cc1cc(Br)ccc1NC(=S)NCCc1ccccc1,·,-9,-4,-18,·,-4,0,·,·,·
Cc1ccc2nc(CSc3nnc4ccccn34)cc(=O)n2c1,0.6,12,-2,-30,-13,2,2,10,4,43

# Later entries:
SMILES,HIF activator,AI-2 QS mod,IEC-6 tox,KLF5 inh,aSyn 5UTR inh,HSP90 refold inh,GSK3beta inhib,HSF1 inh,GSK3 alpha inh,HSF1 activator
O=C(CSc1nc2ccccc2o1)N1CCN(c2ccccc2)CC1,-31,36,2,-1,7,1,-7,8,1,7
CC(=O)Nc1cccc(NS(=O)(=O)c2ccccc2[N+](=O)[O-])c1,0.2,32,7,-24,-10,3,0,-9,-1,10
COc1ccc(Cl)cc1NS(=O)(=O)c1cccc(C(=O)NCC(c2ccco2)N(C)C)c1 (stereo unspecified),-0.5,8,4,-35,2,3,-1,-4,2,-2
Cc1ccc(NC(=S)/C(=C(\[O-])c2ccc(C)c([N+](=O)[O-])c2)[n+]2ccccc2)cc1C,0.6,14,4,-18,-158,31*,-1,?,-1,-53
O=C(Nc1cc(S(=O)(=O)N2CCOCC2)ccc1-n1cncn1)c1ccc(Cl)cc1,1.2,-12,-5,-34,-8,-5,-4,1,4,0
CC(CC(=O)Nc1cc([N+](=O)[O-])ccc1Cl)c1ccccc1 (stereo unspecified),-0.9,5,-1,-30,2,0,-2,-3,1,5
CCOC(=O)c1c(CSc2ccccc2)oc2ccc(O)cc12,-0.2,34,3,-7,4,-6,0,9,2,14
COc1ccc(CNC(=O)c2cc(SC)ccc2Cl)cc1OC,-0.2,28,-1,-27,18,-2,1,-1,-1,-14
